RXFP1 antag – RXFP1 (human) relaxin receptor antagonism; AID 1259400; activity change, negative = inhibition, % at 57.5 µM; HEK293-RXFP1, relaxin-stimulated cAMP HTRF, 30 min; hits give low values; actives 0.59% (n = 350,000); Q9HBX9;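 active = activity change of -60% or lower, but not beyond a set lower limit; inconclusive = change between -60% and -40%, or beyond the set limit; inactive = change above -40%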; also: % is scaled to controls: 0 for no effect and ±100 for the full control effect
D2 potentiator – positive allosteric modulators of human D2 dopamine receptor; P14416; HEK293 T-REx D2, calcium flux, EC20 dopamine potentiation; potentiation, % at 10 µM; actives 0.34% (n = 340,000); AID 485347;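 active = potentiation over 3 SD above the plate norm, cut at about 30% in these data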; also: 0% is about no effect
Target sequence (P14416 whole entry, looked up): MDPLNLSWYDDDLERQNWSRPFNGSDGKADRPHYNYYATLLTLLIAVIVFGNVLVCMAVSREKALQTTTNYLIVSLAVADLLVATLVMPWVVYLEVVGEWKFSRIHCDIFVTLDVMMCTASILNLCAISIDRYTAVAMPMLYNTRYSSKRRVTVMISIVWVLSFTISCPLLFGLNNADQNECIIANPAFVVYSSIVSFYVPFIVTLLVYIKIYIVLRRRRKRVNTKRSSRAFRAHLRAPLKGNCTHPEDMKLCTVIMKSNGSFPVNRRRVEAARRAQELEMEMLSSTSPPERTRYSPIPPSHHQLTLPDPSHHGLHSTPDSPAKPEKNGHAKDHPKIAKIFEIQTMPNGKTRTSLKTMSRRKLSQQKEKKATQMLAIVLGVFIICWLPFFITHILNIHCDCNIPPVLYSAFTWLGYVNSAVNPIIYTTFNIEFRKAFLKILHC
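Primary screen. Calcium kinetics in induced HEK293 T-REx D2 cells: compound pre-addition 180 s, EC20 dopamine, 180 s more.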
D1 antagonist – antagonists of human D1 dopamine receptor; HEK293 TREx D1 cells, calcium flux, dopamine EC80; hits give low values; activity change, negative = inhibition, % at 10 µM; actives 3.2% (n = 360,000); in the data active = activity change below about -30%; also: % is scaled to controls: 0 for no effect and ±100 for the full control effect
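Compound effects on dopamine-evoked calcium signalling were measured in tetracycline-induced HEK293 Trex D1 cells. Dopamine at EC80 followed a 180 s compound pre-read, and fluorescence was tracked kinetically for 180 s more.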
RXFP1 ag – activates the human relaxin receptor RXFP1; Q9HBX9; HEK293T-RXFP1 cAMP TR-FRET, 30 min; response scale: percent of porcine relaxin response, buffer zero; Potency, µM (top dose mostly 57.5 µM), for the others: top-dose activation, actives largely listed as activators; actives 0.3% (n = 370,000); also: potency is read from the fitted curve at half-maximal effect; % is scaled to controls: 0 for no effect and ±100 for the full control effect; nearly all actives have a fitted effect of over 60% in size; many of its hits are not listed in these tables
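Agonist response is measured as cAMP accumulation in an RXFP1-transfected HEK293T line under PDE4 inhibition. Values are scaled between buffer-only and 29 nM porcine relaxin, and EC50s come from standard Hill equation fits.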
TRHR ag – activates the human TRH receptor; TRHR cells, calcium flux fluo-8, FDSS agonist mode; activation, % at 2 µM; P34981; AID 493084; actives 0.18% (n = 360,000); in the data active = activation above about 30%; also: 0% is about no effect
Target sequence (P34981 whole entry, looked up): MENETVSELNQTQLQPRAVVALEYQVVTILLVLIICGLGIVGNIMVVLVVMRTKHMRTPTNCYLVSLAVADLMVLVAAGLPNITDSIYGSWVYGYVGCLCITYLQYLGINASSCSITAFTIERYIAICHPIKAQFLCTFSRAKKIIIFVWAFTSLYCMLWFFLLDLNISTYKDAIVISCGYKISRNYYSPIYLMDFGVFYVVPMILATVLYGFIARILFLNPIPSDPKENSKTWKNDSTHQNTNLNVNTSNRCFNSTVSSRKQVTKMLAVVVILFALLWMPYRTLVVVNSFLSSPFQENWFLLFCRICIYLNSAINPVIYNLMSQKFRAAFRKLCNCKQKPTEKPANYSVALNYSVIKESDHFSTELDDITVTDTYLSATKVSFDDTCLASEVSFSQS
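TRHR-expressing cells loaded with fluo-8 calcium dye; 23 nL library compound pin-transferred, kinetic FDSS fluorescence (Ex 480/Em 530) recorded about 180 s for agonist-induced calcium release, before a 10 nM TRH EC20 addition for potentiator mode.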
Apoferritin bind – binds horse apoferritin like a general anesthetic | actives 0.074% (n = 350,000) | apoferritin/1-aminoanthracene competitive binding, fluorescence | Potency, µM (doses to about 77.5 µM), without a hit: at the highest dose activity change, negative = displacement, usual class: inhibitors | P02791; also: potency is read from the fitted curve at half-maximal effect; % is scaled to controls: 0 for no effect and ±100 for the full control effect; nearly all actives have a fitted effect of over 20% in size
Target sequence (P02791 2-175 limits assumed): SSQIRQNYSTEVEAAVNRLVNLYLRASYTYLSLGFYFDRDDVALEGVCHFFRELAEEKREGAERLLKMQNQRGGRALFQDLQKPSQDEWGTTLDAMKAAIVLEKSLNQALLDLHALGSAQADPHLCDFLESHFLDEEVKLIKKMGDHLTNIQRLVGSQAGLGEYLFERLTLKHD
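10 uM apoferritin + 50% sat. 1-AMA, PBS; cpd 10 min RT; Ex380/Em535 endpoint; normalized to free probe vs complex; 4-param Hill fit; propofol titration as pos. ctrl.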
TRHR PAM – allosteric enhancers of human TRH receptor | TRHR cells, fluo-8 calcium fluorescence, EC20 TRH enhancement | actives 0.66% (n = 360,000) | P34981 | enhancement, % at 2 µM; in the data active = enhancement above about 30%; also: 0% is about no effect
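TRHR-expressing cells loaded with fluo-8 calcium dye were read kinetically (ex 480/em 530) during compound addition, then stimulated with an EC20 of TRH (10 nM final). Enhancement of the Gq-mediated intracellular calcium response was scored.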
D1 ag – human D1 receptor agonism. HEK293 T-REx D1 cells, calcium flux, agonist mode. actives 1% (n = 360,000). P21728. activation, % at 2 µM. AID 504660; in the data active = activation above about 30%; also: 0% is about no effect
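Agonism was scored from calcium flux recorded over 180 s (1 read/s) after pintool compound addition, following a 10-cycle baseline. Cells were inducible force-coupled HEK293 TREx D1, plated overnight at 30 C and loaded with no-wash calcium dye.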
D1 PAM – enhances dopamine response at the human D1 receptor. HEK293 TREx D1 cells, calcium flux, dopamine EC20 potentiation. actives 0.036% (n = 360,000). P21728. AID 504651. potentiation, % at 10 µM; in the data active = potentiation above about 30%; also: 0% is about no effect
* hit, by the source's call; ? = inconclusive; . = no result given; & = joins results of further samples; [ ] = dose if it differs, or a comment. Unless noted, calls follow the shape of the dose curve; as a rule, active = well fitted curve in the direction sought with a large enough effect; inconclusive = small, poorly fitted or top-dose-only effect, or another doubt; inactive = no such curve, though single readings can be large; an effect the other way counts as inactive or inconclusive. Only part of the results is shown; count on the stated rates, not on these rows.

SMILES | RXFP1 antag | D2 potentiator | D1 antagonist | RXFP1 ag | TRHR ag | Apoferritin bind | TRHR PAM | D1 ag | D1 PAM
CN(C(=O)CSc1nc2ccc(NC(=O)COc3ccccc3Cl)cc2s1)c1ccccc1 | . | 4 | 6 | -0.4% | 1.6 | 4% | 12 | 2 | -1
CCCCNCc1nc2ccccc2c(=O)[nH]1 | -15 | 4 | -2 | 0.4% | -0.1 | -2% | -5 | 1 | 6
CC1=CCC(COC(=O)Nc2ccccc2)CC1 (stereo not drawn) | -8 | -3 | 15 | 3.2% | 0.4 | ? | 3 | 11 | -10
COc1ccccc1C(=O)Nc1nc(-c2ccc(Br)cc2)ns1 | -5 | 16 | 2 | 6.7% | 1.1 | 0% | -1 | 4 | -1
Clc1ccc(-c2nnnn2-c2ccc(Cl)cc2)cc1 | -21 | -1 | -9 | 1.0% | -0.8 | -12% | 3 | 1 | -17
CCOc1ccc(NC(c2ccccn2)c2oc(CO)cc(=O)c2O)cc1 (stereo not drawn) | . | -4 | -3 | 2.8% | 0.4 | -13% | -4 | 2 | -5
Cc1ccc2cccc(OCC(=O)c3cc(C)n(Cc4ccco4)c3C)c2n1 | . | 9 | -5 | 1.6% | 0.0 | ? | 2 | 3 | -2
COc1ccc(S(=O)(=O)N2CCOCC2)cc1NC(=O)Cc1ccccc1Cl | 1 | 5 | -2 | -0.4% | -0.2 | -5% | -3 | 1 | 1
Cn1cc(S(=O)(=O)c2ccccc2)c(=O)c2cc(Cl)ccc21 | 15 | 17 | -2 | 9.3% | 0.2 | -5% | 9 | 1 | 3
COc1ccc(NS(=O)(=O)c2c(C(=O)N3CCCCCC3)c(C)n(C)c2C)cc1OC | 16 | 0 | 11 | 2.4% | 0.1 | 3% | 0 | 2 | -4
O=[N+]([O-])c1ccc(-c2ccc(C=Nc3cccc4ccccc34)o2)cc1 | -13 | 4 | -9 | 0.0% | -0.2 | -11% | 4 | 0 | -7
Cc1ccnc(NC2(C(F)(F)F)N=C(c3ccccc3)NC2=O)c1 (stereo not drawn) | -8 | . | -5 | 0.8% | 1.1 | -5% | 15 | 2 | 7
Cc1ccc(C(=O)Nc2cc(-c3cn4cccnc4n3)ccc2C)cc1C | . | -4 | -2 | 3.3% | -0.2 | 13% | -4 | -1 | -4
Cc1c(C(=O)N2CCN(c3ccccn3)CC2)oc2c(F)cccc12 | 12 | 15 | -11 | -0.4% | 2.0 | -19% | 0 | 3 | -1
CC(C)NC(=O)NC(=O)COC(=O)c1ncc(Cl)c(Cl)c1Cl | 1 | 15 | 10 | 13% | 0.0 | -8% | 7 | 2 | -7
Cn1nccc1C(=O)OCC(=O)Nc1ccccc1 | -7 | 4 | 8 | 3.0% | 0.4 | -3% | 0 | 1 | -7
Cc1cccc(CSCCNC(=O)CN(c2cc(C)cc(C)c2)S(C)(=O)=O)c1 | 1 | 3 | 4 | -2.6% | -0.3 | -12% | 2 | 2 | 5
O=C(C1=C[C@H](C2CCCCC2)C[C@H](OCCCCO)O1)N1CCN(Cc2ccc3c(c2)OCO3)CC1 | . | 0 | 24 | 0.9% | -0.3 | -15% | 15 | 3 | -1
CN(Cc1cn(C)nc1-c1ccccc1F)CC1CCCCO1 (stereo not drawn) | 0 | 13 | -4 | 1.0% | 0.5 | -5% | -3 | 1 | 4
COc1ccccc1Nc1nn2c(=O)c3ccc(C(=O)NCc4cccnc4)cc3nc2s1 | . | 30* | 0 | 2.0% | 1.0 | -4% | 9 | 7 | 1

Brought forward from above: 3 compounds, then new ones.
SMILES | RXFP1 antag | D2 potentiator | D1 antagonist | RXFP1 ag | TRHR ag | Apoferritin bind | TRHR PAM | D1 ag | D1 PAM
O=C(C1=C[C@H](C2CCCCC2)C[C@H](OCCCCO)O1)N1CCN(Cc2ccc3c(c2)OCO3)CC1 | . | 0 | 24 | 0.9% | -0.3 | -15% | 15 | 3 | -1
CN(Cc1cn(C)nc1-c1ccccc1F)CC1CCCCO1 (stereo not drawn) | 0 | 13 | -4 | 1.0% | 0.5 | -5% | -3 | 1 | 4
COc1ccccc1Nc1nn2c(=O)c3ccc(C(=O)NCc4cccnc4)cc3nc2s1 | . | 30* | 0 | 2.0% | 1.0 | -4% | 9 | 7 | 1
CC(C)(C)C(CO)NC(=O)c1ccc[nH]1 (stereo not drawn) | . | -7 | -11 | 0.5% | 0.0 | . | -1 | 0 | 2
Cc1ccc(S(=O)(=O)C(CNC(=O)c2ccc(F)c(F)c2)c2ccco2)cc1 (stereo not drawn) | -9 | -5 | . | 0.0% | -0.4 | -7% | 0 | -1 | -3
Cc1ccc(S(=O)(=O)CCC(=O)OCC(=O)N2CCc3ccccc32)cc1 | 1 | 8 | -14 | 0.2% | -1.7 | -8% | -3 | 0 | 1
CCOC(=O)c1ccc(-c2ccc(CO)o2)cc1 | -8 | -6 | 4 | 3.6% | -0.3 | -13% | -1 | 1 | -3
Cc1cc(=O)oc2ccc(OCc3ccccc3)cc12 | -2 | 16 | -8 | 2.1% | -0.4 | -5% | 5 | 6 | -3
Cc1ccc(OCc2cc(C(=O)NCCc3cccnc3)no2)cc1C | 21 | 16 | -6 | 2.0% | -0.4 | ? | -3 | 7 | 1
N#Cc1c(N2CCN(C(=O)c3ccccc3Cl)CC2)nc(-c2ccccc2)c2c1CCCC2 | -12 | -7 | 7 | 0.2% | 0.3 | 205%[activator] | -7 | 0 | -5
Cc1cccc(CNC(=O)c2ccc3nc(Cc4ccccc4)oc3c2)c1 | -17 | -5 | -31* | 3.9% | 1.3 | 120%[activator] | -1 | 31* | -4
COc1ccccc1Nc1nnc(SCC(=O)NC(=O)Nc2ccc3c(c2)OCCO3)s1 | -5 | 18 | -6 | -1.6% | -0.8 | -2% | 11 | 7 | 4
CCOC(=O)c1cnc(SC)nc1Nc1cccc2ccccc12 | -6 | 6 | 14 | 2.6% | 0.3 | 0% | 1 | 3 | 6
O=C(C1CC1)N1CCN=C1SCc1ccccc1 | . | 10 | 5 | -0.6% | 0.4 | 2% | 7 | -3 | 8
CC(=O)/C(=C\Nc1ccc(OCc2ccccc2)cc1)c1ccccc1 | . | 3 | 9 | 0.7% | 0.2 | 50%[activator] | -3 | 5 | 2
CSc1nnc(CNS(=O)(=O)c2ccc(Br)cc2)n1C | -2 | 9 | 8 | 1.6% | 0.4 | 0% | 12 | 2 | 2
c1ccc(-c2ccc(CNC3CC3)cc2)cc1 | -4 | 1 | -4 | 7.5% | 1.0 | -9% | 6 | 11 | -5
Cc1ccc(C(=O)NC(=O)CSc2ncccc2C(=O)O)cc1 | -4 | 14 | -9 | 1.8% | 0.0 | -2% | -3 | 5 | 2
O=C(CSc1n[nH]c(=O)[nH]c1=O)c1ccccc1 | -7 | -14 | 7 | -0.9% | 0.8 | 11% | 5 | 3 | -4
COc1cccc(NC(=O)CCNC(=O)c2ccccc2Cl)c1 | -3 | -6 | 1 | 0.4% | -1.3 | 0% | -14 | 3 | -4
O=C(Nn1c(C2CCCCC2)nc2ccccc2c1=O)c1cc(Cl)ccc1[N+](=O)[O-] | 1 | 0 | 17 | 1.5% | 0.8 | 2% | -2 | 1 | -4
CC(=O)N(c1cccc(Br)c1)c1nc(C)cc(C)c1C#N | -15 | 2 | 11 | -0.2% | -0.2 | -8% | 4 | 1 | 2
N#CC(c1ccc(=O)[nH]n1)c1ccc(Cl)cc1Cl (stereo not drawn) | 5 | 13 | 2 | 0.6% | 0.1 | -12% | -1 | -1 | -10
COc1ccc(NC(=O)CSc2nnc(N)s2)cc1 | 0&0 | 9&5 | 3&4 | 0.4%&0.2% | -1.2&0.1 | -10%&-1% | 11&-2 | 1&-1 | 6&-1
CCCCN1C(N)=NC[C@@H]1Cc1ccc(O)cc1 | . | 8 | 108 | -2.0% | -0.2 | 0% | 3 | 14 | 12
CCOC(=O)N1CCN(c2cc3[nH]c(=S)[nH]c3cc2F)CC1 | ? | . | -12 | 1.5% | -0.7 | -6% | -9 | 2 | -9
COc1cc(/C(C)=N/NC(=O)CSc2nnc(C)s2)ccc1O | 10 | 4 | 11 | 0.3% | -0.2 | -11% | 1 | 1 | -3
Cc1cccc(-c2noc(-c3ccc(NC4CCCC4)c([N+](=O)[O-])c3)n2)c1 | . | 4 | -5 | 29% | 0.0 | -5% | 1 | 1 | 1
COc1ccc(S(=O)(=O)N2CCOC2CNC(=O)C(=O)NCCc2c[nH]c3ccccc23)cc1 (stereo not drawn) | 8 | -1 | -10 | 0.6% | -0.4 | 3% | -17 | 2 | -4
Cc1ccc(C(NC(=O)NN2CCN(C)CC2)C(Cl)Cl)cc1F (stereo not drawn) | -6 | -24 | 8 | 1.2% | 0.3 | 2% | 4 | 5 | 1
O=S(=O)(NCc1ccccn1)c1ccc(Cl)c(C(F)(F)F)c1 | 0 | 14 | -1 | 2.0% | 0.1 | -17% | -1 | 7 | -4
COc1ccc(S(=O)(=O)n2nc(OC(=O)c3ccncc3)cc2N)cc1 | . | 0 | 4 | 1.1% | -0.2 | -9% | -2 | -2 | -5
Cc1nn(-c2ccc(F)cc2)c(Cl)c1/C=C(\CCC(=O)O)c1nc2ccccc2s1 | 7 | 4 | 6 | 2.5% | 0.3 | -10% | 3 | 2 | -2
COCCn1c(SCC(=O)Nc2sccc2C(N)=O)nnc1-c1ccncc1 | -14 | 7 | -13 | 0.8% | 0.3 | -4% | 3 | 3 | -1
CCOC(=O)c1ccc(NC(=O)N2CC(C)OC(C)C2)cc1 (stereo not drawn) | -14 | 1&-3 | -23&0 | 0.5%&-0.5% | 0.7&0.3 | -10%&-8% | 0&0 | 5&5 | 4&-2
CCCCCn1c(-c2cccc(C)c2)nc2ccccc21 | ? | 4 | -15 | 3.1% | -0.4 | -7% | 6 | 1 | -2
COc1ccc(-n2nc(C)c3onc(C)c3c2=O)cc1 | -13 | 8 | 11 | 1.2% | 0.5 | 9% | 7 | 2 | 3
COc1ccccc1/C=C/C(=O)NNC(=O)c1cc(C)oc1C | 2 | 19 | 20 | -0.1% | -0.6 | . | 3 | 2 | 5
CC(C)Oc1cccc(C2NC(=O)c3ccccc3O2)c1 (stereo not drawn) | -5 | 12 | -1 | -0.4% | 0.1 | ? | -1 | 5 | 0
COCCNC(=S)N(CCO)Cc1cc2cc3c(cc2[nH]c1=O)OCCO3 | -2 | 0 | -7 | 4.7% | 0.5 | -8% | -16 | 2 | -6
CC(=O)N/C(=C\c1ccc(F)cc1)C(=O)NC(Cc1c[nH]c2ccccc12)C(=O)O (stereo not drawn) | 4 | 4 | -1 | -1.5% | 0.6 | -2% | -11 | -1 | -10

Assay outcomes from PubChem BioAssay.
